Bioassay records as filed in PubChem BioAssay.
mIDH1 inhibitor = blocks human mutant IDH1 R132H enzyme. O75874. IDH1-R132H enzyme, NADPH consumption, diaphorase/resazurin fluorescence. Potency, µM (titrated, usually from 76.6 µM), without a hit: top-dose activity change, negative = inhibition, most hits filed as inhibitors. 390,000 compounds, 0.093% hits. AID 602179; further: potency means the concentration at half of the fitted maximal effect; on the % scale 0 is the no-effect control and ±100 the full control effect; nearly all actives have a fitted effect of over 65% in size
Target sequence (O75874 whole entry R132H, stated change not applied): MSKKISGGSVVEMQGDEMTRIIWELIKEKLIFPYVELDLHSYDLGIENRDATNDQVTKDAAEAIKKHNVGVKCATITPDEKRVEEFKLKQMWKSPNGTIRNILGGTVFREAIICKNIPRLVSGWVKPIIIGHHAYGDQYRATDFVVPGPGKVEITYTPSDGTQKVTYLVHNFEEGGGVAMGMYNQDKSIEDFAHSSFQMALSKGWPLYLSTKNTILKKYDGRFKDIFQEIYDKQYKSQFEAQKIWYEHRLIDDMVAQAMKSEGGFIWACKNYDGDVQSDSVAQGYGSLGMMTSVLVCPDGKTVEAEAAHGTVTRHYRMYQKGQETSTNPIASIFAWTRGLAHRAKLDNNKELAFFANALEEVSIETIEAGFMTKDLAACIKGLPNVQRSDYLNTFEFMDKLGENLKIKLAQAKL
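IDH1-R132H (0.5 ug/mL dispensed) in pH 7.5 Tris buffer was preincubated 30 min with compound, then given a substrate mix of 0.016 mM NADPH and 2 mM alpha-KG for 80 min at room temperature; remaining NADPH was read by diaphorase/resazurin fluorescence.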
USP1 inh = USP1/UAF1 (human) deubiquitinase inhibition; O94782; recombinant USP1/UAF1, Ub-Rhodamine cleavage fluorescence; Potency, µM (series often up to 57.1 µM), for inactives: top-dose activity change, negative = inhibition, usual class: inhibitors; 390,000 compounds, 0.23% hits; AID 743255; further: potency means the concentration at half of the fitted maximal effect; on the % scale 0 is the no-effect control and ±100 the full control effect; nearly all actives have a fitted effect of over 60% in size; inactives centre near -12
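USP1/UAF1 complex at 1 nM was preincubated with compound for 15 min at room temperature, then Ub-Rho substrate (150nM final) was added. Fluorescence (480/540 nm) was read kinetically, 6 reads every 60 seconds.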
TrxR1 inh = blocks rat thioredoxin reductase 1; recombinant rTrxR1, NADPH fluorescence consumption, selenite substrate; O89049; 390,000 compounds, 1% hits; AID 588453; Potency, µM (series often up to 114 µM), for inactives: at the top dose activity change, negative = inhibition, usual class: inhibitors; further: potency means the concentration at half of the fitted maximal effect; on the % scale 0 is the no-effect control and ±100 the full control effect; nearly all actives have a fitted effect of over 65% in size
Target sequence (O89049 whole entry, looked up): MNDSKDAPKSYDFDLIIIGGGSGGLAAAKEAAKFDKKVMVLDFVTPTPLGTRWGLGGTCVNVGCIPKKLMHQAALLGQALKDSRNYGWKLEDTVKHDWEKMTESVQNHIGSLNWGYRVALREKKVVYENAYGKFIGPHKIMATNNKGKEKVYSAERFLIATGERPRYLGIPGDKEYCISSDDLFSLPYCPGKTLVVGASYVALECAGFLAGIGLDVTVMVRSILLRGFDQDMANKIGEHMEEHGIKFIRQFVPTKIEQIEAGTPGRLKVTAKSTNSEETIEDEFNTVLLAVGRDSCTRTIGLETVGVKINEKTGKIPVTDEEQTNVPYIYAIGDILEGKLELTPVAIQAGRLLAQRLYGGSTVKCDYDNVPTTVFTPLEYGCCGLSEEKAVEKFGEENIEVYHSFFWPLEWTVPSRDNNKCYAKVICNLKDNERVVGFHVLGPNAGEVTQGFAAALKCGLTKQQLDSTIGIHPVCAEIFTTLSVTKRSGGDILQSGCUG
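Rat TrxR1 (90 nM in the dispensed reagent) was pre-reduced with 400 uM NADPH for 5 min at room temperature, then incubated with compound for 15 min. After 400 uM selenite was added, NADPH fluorescence (Ex 340/Em 450 nm) was followed for 8 min.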
GRP78 ERSR act = ER stress response induction in glioma; 420,000 compounds, 0.02% hits; AID 602332; U87-MG GRP78 promoter luciferase reporter, 16 h; Potency, µM, inactives show top-dose activation, usual class: activators; further: potency means the concentration at half of the fitted maximal effect; series mostly up to about 76 µM; % of control where 0% means no effect; nearly all actives have a fitted effect of over 35% in size
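ERSR induction read as luciferase luminescence (Bright-Glo, 10 min at room temperature) in stably transfected human U87-MG glioma cells exposed to compounds for 16 h, using GRP78 as sensor.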
Vif-APOBEC3F blk = Vif-A3F binding inhibition | Potency, µM (top dose mostly 46.1 µM), inactives show at the highest dose activity, negative = active | AID 602313 | HeLa A3F-eYFP + Vif (tagged APOBEC3F with the HIV-1 protein that degrades it), YFP fluorescence increase | 390,000 compounds, 0.2% hits; further: potency means the concentration at half of the fitted maximal effect; % of control where 0% means no effect; nearly all actives have a fitted effect of over 65% in size
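HeLa cells stably expressing Vif plus C-terminally eYFP-tagged A3F were seeded, incubated overnight at 37 deg C, dosed with compound, incubated overnight again at 37 deg C. Yellow fluorescence (Ex 488/Em 500-530) reported blocked Vif-mediated A3F-eYFP degradation.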
Vif-APOBEC3G blk = blocks the Vif interaction with human APOBEC3G; Q9HC16; HeLa A3G-eYFP + Vif (tagged APOBEC3G with the HIV-1 protein that degrades it), YFP fluorescence, overnight; Potency, µM (highest dose often 46.1 µM), for the others: at the highest dose activity, negative = active, hits mostly inhibitors; 410,000 compounds, 0.076% hits; AID 602310;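 further: potency means the concentration at half of the fitted maximal effect; on the % scale 0 is the no-effect control and ±100 the full control effect; nearly all actives have a fitted effect of over 60% in size; hits raise eYFP signal because A3G escapes Vif-driven loss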
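Read-out is eYFP fluorescence (Ex 488/Em 500-530) from Vif-expressing HeLa A3G-eYFP cells; more signal means A3G escaped Vif-mediated degradation. Cells plated overnight, compound pinned in, incubated overnight at 37 deg C.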
LDHA block = LDHA (human) enzyme inhibition; P00338; activity change, % (values are at about 110 or 230 µM); purified LDHA, NADH/diaphorase-resazurin fluorescence; hits give low values; 480,000 compounds, 0.15% hits; in the data active means activity change below about -30%; inconclusive means mostly about -25% to -30%;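 further: plate controls were DMSO wells for no effect and wells without enzyme for full effect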
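Human LDH5 at 2 nM final in Tris HCl pH 7.4 with 0.06 mM NADH and 0.2 mM pyruvate, reacted 5 minutes at room temperature. Remaining NADH coupled via diaphorase/resazurin; resorufin fluorescence read at 0 and 20 minutes, normalized to enzyme-free and DMSO wells.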
TrxR1 substrate = substrates of rat thioredoxin reductase 1; O89049; purified TrxR1 substrate turnover, NADPH consumption readout; Potency, µM (series often up to 114 µM), for the others: at the top dose activity change, negative = substrate turnover; 390,000 compounds, 0.01% hits; AID 588456; further: potency means the concentration at half of the fitted maximal effect; on the % scale 0 is the no-effect control and ±100 the full control effect; nearly all actives have a fitted effect of over 50% in size
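Rat TrxR1, dispensed at 90 nM, was prereduced with 400 uM NADPH (final) for 5 min at ~22 deg C, then incubated with compound 15 min before 400 uM selenite. A first-read NADPH fluorescence drop versus no-compound background flagged substrates.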
RGS4 inhibitor = blocks human RGS4-accelerated GTP hydrolysis; Potency, µM (top dose mostly 114 µM), for inactives: top-dose activity change, negative = inhibition, usual class: inhibitors; Transcreener GDP fluorescence polarization, RGS4-accelerated GTP hydrolysis; 390,000 compounds, 0.039% hits; further: potency means the concentration at half of the fitted maximal effect; on the % scale 0 is the no-effect control and ±100 the full control effect; nearly all actives have a fitted effect of over 75% in size; some results filed as inactive show a strong effect at the top dose
Target sequence (P49798 whole entry, looked up): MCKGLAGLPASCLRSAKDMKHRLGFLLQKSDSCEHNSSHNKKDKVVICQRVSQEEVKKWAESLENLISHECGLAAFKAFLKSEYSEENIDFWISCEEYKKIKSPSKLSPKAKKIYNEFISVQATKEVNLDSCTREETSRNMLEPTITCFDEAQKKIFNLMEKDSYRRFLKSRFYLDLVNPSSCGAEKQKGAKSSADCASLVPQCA
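MLSMR compounds (23 nl, pin-transferred) preincubated 10 min at room temperature with a 500nM (2x) first reagent, then RGS4 at 900nM (2x) plus Transcreener GDP mix added; fluorescence polarization (620/688 nm) read before and after 90 min at 30 °C.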
The depositor's hits bear a star; ? = inconclusive; . = no result given; & = joins results of further samples; [ ] = dose if it differs, or a comment. Unless noted, the call rests on the fitted dose curve; in most records, active means well fitted curve in the direction sought with a large enough effect; inconclusive means small, poorly fitted or top-dose-only effect, or another doubt; inactive means no such curve, though single readings can be large; an effect the other way counts as inactive or inconclusive. These rows are one share of the data; count on the stated rates, not on these rows.

SMILES	mIDH1 inhibitor	USP1 inh	TrxR1 inh	GRP78 ERSR act	Vif-APOBEC3F blk	Vif-APOBEC3G blk	LDHA block	TrxR1 substrate	RGS4 inhibitor
COc1ccc(C(=O)Nc2ccnn2C2CCN(C(=O)CCC(F)(F)F)CC2)cc1	-14%	3%	14%[57.1 µM]	1%	4%	5%	-9	5%[57.1 µM]	17%[56.9 µM]
CCCOc1ccc(N2C(=O)C3C4C=CC(CC4)C3C2=O)cc1 (stereo not drawn)	7%	0%	19%	1%	2%	2%	-11	3%	4%
CSc1ccccc1NC(=O)c1cnc2scc(C)n2c1=O	-1%	0%	13%	7%	4%	-3%	-8	-9%	11%
CC(Oc1ccc2c3c(c(=O)oc2c1)CCCC3)C(=O)NCC1CCC(C(=O)O)CC1 (stereo not drawn)	-8%	-26%	11%[57.1 µM]	0%	3%	-6%	-3	48%[activator][57.1 µM]	-13%[56.9 µM]
Nc1ccc(Cl)cc1C(=O)c1ccc[nH]1	-5%	-15%	.	0%	-6%	-7%	-4	.	.
CCCCCCSc1ccc([C@@H]2[C@@H]3C(=O)N(C)C(=O)[C@@H]3[C@]3(C(=O)OC)CCCCN23)cc1OC	-26%	-25%	20%[57.1 µM]	1%	-22%	3%	-9	6%[57.1 µM]	-4%
COc1cccc(N=CC=C2OC(C)(C)C(C)(C)O2)c1	2%	0%	-2%	2%	16%	2%	7	7%	18%
COCCNC(=O)c1ccc(N2CC3CC(C2)c2cccc(=O)n2C3)c(NC(=O)c2cc(OC)cc(OC)c2)c1 (stereo not drawn)	2%	-7%	25%	-5%	1%	3%	-4	8%	20%
CCOP1(=O)OCC2OC(n3cnc4c(N)ncnc43)C(O)C2O1 (stereo not drawn)	-1%	0%	10%[57.1 µM]	3%	-2%	-5%	-5	3%	10%
C[N+]12CCCCC1C(COC(=O)c1ccc3c(c1)OCO3)CCC2 (stereo not drawn)	1%	-24%	21%	-1%	0%	0%	-10	13%	2%
O=C(O)C1CSC2(CCN(Cc3ccccc3)CC2)N1 (stereo not drawn)	2%	-17%	2%	-5%	-5%	2%	3	7%	4%
CCOc1nc(-c2ccncc2)nc2ccccc12	4%	0%	1%	-5%	0%	-7%	-4	-1%	-7%
O=C(CC(=O)c1c(F)cccc1Cl)c1ccccc1O	3%	-31%	29%[57.1 µM]	1%	-7%	-28%	-9	7%[57.1 µM]	10%
Cc1ccccc1C(=O)O/N=C(\N)c1ccc([N+](=O)[O-])cc1	-2%	-22%	19%	8%	-21%	-8%	-2	-2%	-7%
COc1ccc(CN2CCNC(=O)C2CC(=O)NCc2cc(C)n(C)n2)c(F)c1 (stereo not drawn)	9%	-11%	40µM*	-1%	-20%	0%	3	1%	-16%
CC(C)CCOP(=O)(c1ccc(N(C)C)cc1)C(Nc1ccccc1)c1ccc(N(C)C)cc1 (stereo not drawn)	-2%	-17%	8%	-4%	0%	-3%	2	-6%	-6%
O=C1Nc2cc(Br)ccc2C1(O)c1ccccc1O (stereo not drawn)	4%	-22%	9%	3%	7%	1%	-1	-2%	-6%[56.9 µM]
Cc1ccc(/C=N\n2c(-c3ccccc3)n[nH]c2=S)s1	4%	-24%	-9%	1%	-1%	1%	0	-3%	-33%
O=C(C(Cc1ccccc1)n1cccc1)N1CCN(Cc2ccccc2)CC1 (stereo not drawn)	8%	-20%	-41%	-3%	2%	2%	2	2%[57.1 µM]	-17%
O=C(Nc1ncccc1O)c1ccc(Cl)c(S(=O)(=O)N2CCCCCC2)c1	5%	-11%	-11%	4%	-1%	6%	6	-10%	-22%
CCOC(=O)C1CCCN(c2ccc(NC(=O)c3snc4c(=O)[nH]c(C)nc34)cc2)C1 (stereo not drawn)	14%	-13%	26%[57.1 µM]	2%	5%	3%	-7	6%[57.1 µM]	9%
CCCCNC(=O)c1onc(CSc2ccccc2CC)c1C(=O)O	-10%	?	16%	-6%	-3%	-10%	0	3%	-13%
COc1ccccc1CNC(=O)CN(C)c1nn2c(=O)cc(C)nc2s1	2%	-25%	2%	-1%	3%	2%	-15	-2%	7%
CC/C(=N\n1nnnc1Nc1ccccc1)c1ccccc1	1%	-4%	4%	-1%	1%	0%	-2	4%	10%
CCc1ccc(NC(=O)CN(c2ccc(Cl)cc2)S(=O)(=O)c2ccsc2C(=O)OC)cc1	-16%	-8%	15%[57.1 µM]	-4%	3%	-1%	5&-3	4%[57.1 µM]	-23%
COc1ccc(-c2nnn(CC(=O)N(c3cccc(O)c3)C(C)C(=O)NC3CCCC3)n2)cc1OC (stereo not drawn)	15%	-15%	14%[11.4 µM]	-3%	-6%	-4%	0	8%[11.4 µM]	-11%
Cc1cc(-n2c(C)cc(C(=O)CSc3ncnc4ccccc34)c2C)no1	14%	-20%	6%	-7%	-1%	0%	3	2%	-14%
O=C(NC1(C(F)(F)F)NC(=O)N(Cc2cccnc2)C1=O)c1ccccc1Cl (stereo not drawn)	-3%	0%	6%	-3%	-2%	-3%	-11	3%	-22%
Cc1cc(OCC(=O)N2CCOCC2)ccc1NC(=O)c1ccccc1C	-4%	-15%	20%	-6%	2%	4%	-1	-7%	-40%
O=C(O)c1ccccc1C1c2ccccc2Oc2ccccc21	-4%	-10%	9%	-2%	-1%	-2%	-15	-4%	0%
CCN(CC)C(=O)[C@H]1CC(CC(=O)NCc2ccc(OC)c(OC)c2)C(=O)N2CCc3c([nH]c4ccc(OC)cc34)[C@]12C (stereo partly drawn)	-12%	0%	3%	-2%	9%	-4%	-10	-2%	2%
CCOc1ccc(C2C(C(C)=O)=C(O)C(=O)N2CCc2c[nH]c3ccccc23)cc1 (stereo not drawn)	-5%	-19%	8%	-4%	-3%	-2%	-1	-3%	-11%
CC(=O)Nc1cccc(C(=O)OC(C(=O)c2ccc(C)cc2)c2ccccc2)c1 (stereo not drawn)	-1%	-22%	10%	2%	0%	1%	0	-9%	3%
CCCCNC(=S)NCC(c1ccccc1)c1c[nH]c2ccccc12 (stereo not drawn)	2%	-20%	9%	-5%	-1%	-8%	-3	3%[57.1 µM]	-10%
O=C(NCc1ccccn1)C1CCN(S(=O)(=O)c2ccc(Br)cc2)CC1	-8%	-4%	20%	-4%	0%	4%	-7	2%	52%
COc1cccc(-c2sc3ccc(OC)cc3c2-c2ccc(OCCN3CCCCC3)cc2)c1	-5%	-12%	5%	-3%	0%	-20%	0	-1%	-1%
O=C(c1ccccc1)C(O)c1ccccc1 (stereo not drawn)	-8%	?	17%	-2%&-4%	5%	-2%	-9	5%	20%
O=C(Nc1ccncc1)c1ccccc1-c1ccccc1	-2%	-14%	17%[57.1 µM]	0%	9%	1%	-7	6%[57.1 µM]	-1%
S=C(Nc1ccc(Cl)cc1)N(CCCN1CCOCC1)Cc1ccco1	8%	-5%	4%[57.1 µM]	-3%	-2%	0%	0	8%[57.1 µM]	8%
COc1ccc(OCc2cc(C(=O)NC(C)Cn3cncn3)no2)c(Cl)c1 (stereo not drawn)	-1%	3%	-4%	6%	-4%	-4%	2	-1%	8%
O=C(COC(=O)c1ccc(F)c(S(=O)(=O)N2CCOCC2)c1)NCc1ccc(Cl)cc1	2%	-17%	2%	-5%	0%	-13%	0	-1%	-3%
COc1ccc(-c2nnc(NC(=O)Cc3ccccc3)s2)c(OC)c1	7%	-24%	2%	0%	-3%	1%	-1	15%	-3%
CCCCN(CCCC)C(=S)NC(=O)C(C)(C)C	7%	-4%	6%[57.1 µM]	-4%	9%	-2%	1	6%[57.1 µM]	-20%
COc1cccc(NC(=O)Cc2nnc(SCC(=O)NC3=NCCS3)n2C)c1	-1%	3%	29%	-3%	?	1%	-3	5%	3%
COC(=O)N/N=C/c1cn(Cc2ccc(F)cc2)c2ccccc12	16%	-11%	?	5%	-5%	2%	-4	-15%	27%
Cc1ccccc1CN1CCC(CNC(=O)c2cc3ccc4cccnc4c3[nH]2)CC1	-27%	4%	0%	-6%	-1%	7%	0	-6%	-5%
NC(=O)NC(=O)CSc1nc(C2CCCCC2)n(-c2ccccc2)n1	2%	-4%	-2%[57.1 µM]	-3%	11%	2%	-3	5%[57.1 µM]	-11%
O=c1[nH]c2ccccc2nc1/C=C(\O)c1cccs1	7%	16µM*	4%[57.1 µM]	11%	10µM*	?	-9	-2%[57.1 µM]	-9%
Cc1ccc(C)c(N2N=C(C(=O)OCC(=O)N(C)c3ccccc3)CCC2=O)c1	4%	-11%	-5%	-4%	-8%	-1%	-6	-3%	-4%

Marked active in USP1 inh, among the entries above:
| SMILES | mIDH1 inhibitor | USP1 inh | TrxR1 inh | GRP78 ERSR act | Vif-APOBEC3G blk | TrxR1 substrate | RGS4 inhibitor |
| --- | --- | --- | --- | --- | --- | --- | --- |
| O=c1[nH]c2ccccc2nc1/C=C(\O)c1cccs1 | 7% | 16µM* | 4%[57.1 µM] | 11% | ? | -2%[57.1 µM] | -9% |

2 compounds from above, limited to RGS4 inhibitor and LDHA block:
smiles	RGS4 inhibitor	LDHA block
COc1ccc(OCc2cc(C(=O)NC(C)Cn3cncn3)no2)c(Cl)c1 (stereo not drawn)	8%	2
Cc1ccccc1CN1CCC(CNC(=O)c2cc3ccc4cccnc4c3[nH]2)CC1	-5%	0
